human PMI inhibition: MPI enzyme activity inhibition – biochemical, fluorescence intensity, coupled assay, primary screen (AID 1209); inhibition, % at 20 µM; hits with a dose series show IC50 in µM; actives 0.42% (n = 190,000); purified PMI enzyme, coupled fluorescence intensity; higher % means a stronger effect;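 further: plate controls were DMSO vehicle for no effect and wells lacking substrate for full effect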
P. falciparum M17LAP: P. falciparum M17LAP inhibitors, primary screen, biochemical, fluorogenic H-Leu-NHMec substrate, 1536-well (AID 1619) | inhibition, % at 30 µM; hits with a dose series show IC50 in µM | recombinant M17LAP, H-Leu-NHMec fluorogenic kinetic assay; higher % means a stronger effect | actives 0.38% (n = 220,000);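 active means compound inhibiting the enzyme by more than half at any dose during confirmatory dose-response retesting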;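 further: plate controls were full reaction with DMSO carrier for no effect and no enzyme background for full effect; strong numbers were not always called active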
West Nile antiviral: West Nile virus antiviral activity, cell-based, CPE readout (AID 1621) | West Nile virus-infected cells, CPE inhibition; higher % means a stronger effect | CPE inhibition, % at 10 µM; hits with a dose series show IC50 in µM | actives 0.02% (n = 290,000); in the data active means a potency from the dose series; further: strong numbers were not always called active
M1AAP inhibition: malaria alanyl aminopeptidase activity blockers – biochemical, fluorogenic H-Leu-NHMec substrate, 1536-well (AID 1445); inhibition, % at 30 µM, or IC50 in µM where a hit was titrated; actives 0.42% (n = 220,000); recombinant M1AAP, H-Leu-NHMec fluorogenic kinetic assay; higher % means a stronger effect;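 active means primary inhibition above the hit cutoff, then over 50% inhibition at one or more dose response concentrations, cut at about 23% in these data, passing the limit was not always enough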;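 further: plate controls were DMSO full reaction for no effect and no enzyme background for full effect; strong numbers were not always called active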
RSV antiviral HEp-2: inhibition of RSV-induced cytopathic effect – HEp-2 cells, primary 10 µM value included (AID 2391); HEp-2 cells, RSV-induced CPE inhibition; higher % means a stronger effect; one-dose CPE inhibition, % at 10 µM; IC50 in µM for titrated hits; actives 0.13% (n = 310,000); in the data active means a potency from the dose series; further: strong numbers were not always called active
T cell HTS: T cell immune modulators affecting CD8 T cell-vesicle binding; 2C CD8+ T cell-vesicle binding, flow cytometry; hits give low values; calls only at 7 µM; AID 2052; actives 0.068% (n = 330,000);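 active means response, share of CD8 T cells binding vesicles, and their 90th percentile fluorescence all below set limits, cut at about 80% in these data, passing the limit was not always enough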
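Assay system – 2C mouse CD8+ T cells · Also added – QL9-loaded Drosophila micro-vesicles · Timing – Cell–vesicle co-incubation 1.5 h at 37 °C, staining 20 min on ice · Signal – flow cytometry of vesicle-bound cells · Measure – percent CD8+ FL2 mean versus row control · Controls – Peptide-free naked vesicles (low) and QL9 vesicles with 0.7% DMSO vehicle (high)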
K1F lysis inhibition: inhibition of K1F phage lysis, E. coli UTI89, bacterial capsule biogenesis inhibitors, alamar blue (AID 488966); E. coli UTI89 K1F phage lysis, alamar blue, 2 h; higher % means a stronger effect; inhibition, % at 100 µM; hits with a dose series show IC50 in µM; actives 0.02% (n = 340,000);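 active means phage lysis inhibition, versus mean bacterial control, above a set limit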;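 further: capsule biogenesis inhibitors block K1F phage lysis so surviving cells raise fluorescence; higher fluorescence means more inhibition of phage lysis; actives were called in the ten point dose series up to 300 µM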
TNAP activation fold: human TNAP enzyme activators, primary screen, biochemical, luminescent, no phosphate acceptor, uHTS (AID 1001). actives 0.03% (n = 200,000). purified TNAP, luminescent activation assay, no phosphate acceptor; higher activation fold means a stronger effect. activation fold at 20 µM, or EC50 in µM where a hit was titrated; in the data active means activation fold from about 3, or a potency from the dose series; inactive means the rest, 99 in 100 with activation fold below about 1.6; further: many of its hits are not listed in these tables
human PMI inhibitors: MPI inhibition at elevated mannose 6-phosphate – biochemical, fluorescence intensity, high mannose 6-phosphate, primary screen (AID 1220) | recombinant PMI enzyme, coupled fluorescence intensity; higher % means a stronger effect | inhibition, % at 20 µM, or IC50 in µM where a hit was titrated | actives 0.66% (n = 190,000)
T cell HTS vesicle-bound %: further read-out of T cell HTS, marked with its call; double positive events, %; measured here: CD8+ vesicle-bound cell fraction;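 binding gate set so that unloaded-vesicle control wells show 10% double positive cells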
Numbers without * were called inactive; i = inactive; / = not tested or not shown; & = joins results of further samples; [ ] = another dose, or the depositor's remark. Unless noted, no stated cut-off is given here; in the data, active means inhibition above about 50%; inactive means the rest.

Compound	human PMI inhibition	P. falciparum M17LAP	West Nile antiviral	M1AAP inhibition	RSV antiviral HEp-2	T cell HTS	T cell HTS vesicle-bound %	K1F lysis inhibition	TNAP activation fold	human PMI inhibitors
O=C(Cc1ccc(Cl)c(Cl)c1)Nc1ccccc1N1CCOCC1	-32.6%	-7.4%	-1.0%	8.1%	5.6%	i	17.6	0.2%	0.9	-11.5%
CC(=O)[C@H]1CC[C@H]2[C@@H]3CCC4=CC(=O)CC[C@]4(C)[C@H]3CC[C@]12C	14.2%&4.4%	-5.1%&-1.5%	0.7%	0.0%&-3.9%	-2.4%&-2.8%	i	18.7&14.4	4.6%&4.9%	1.1&1.1	15.1%&-4.2%
Cc1c(Cl)ccc2c1NC(=O)[C@]21N[C@@H](Cc2ccccc2)[C@H]2C(=O)N(c3ccc(F)cc3)C(=O)[C@H]21	14.7%	-4.3%	2.4%	0.9%	2.1%	i	24.4	-0.2%	0.9	7.5%
O=C(COC(=O)CCc1c[nH]c2ccccc12)NCc1ccc2c(c1)OCO2	14.8%	-3.8%	0.2%	-0.2%	0.1%	i	29.9	-0.5%	1.1	13.9%
CC1(C)C(=O)NCCN1C(=O)CC1C(=O)NCCN1Cc1cccc(C(F)(F)F)c1 (stereo not drawn)	/	/	-0.5%	/	1.5%	i	9.0	0.4%	/	/
CCOc1ccccc1/C=C/c1onc(C)c1S(=O)(=O)N1CCC(C(=O)NC)CC1	/	/	-0.7%	/	0.9%	i	43.2	5.0%	/	/
COCCN(Cc1nc(-c2ccc(-c3ccccc3)cc2)oc1C)C(C)C	/	/	-0.4%	/	4.9%	i	55.8	0.5%	/	/
CCOc1ccc(Br)cc1S(=O)(=O)Nc1ccc(C(=O)Nc2ccc(C)cc2)cc1	-8.4%	-4.6%	-0.7%	2.6%	2.5%	i	52.0	1.6%[50 µM]	1	2.2%
CCc1nnc(NC(=O)Cc2cccs2)s1	/	1.0%	0.1%	2.2%	0.7%	i	40.9	0.3%	1.1	/
O=C(CSc1nnc(-c2ccncc2)n1Cc1ccco1)Nc1ccccc1F	/	-3.9%	-0.2%	3.0%	/	i	53.9	-0.7%	/	/
Cc1ccn2c(=O)nc(SCc3cccc(C(F)(F)F)c3)nc2c1	2.5%	18.6%	-2.0%	5.7%	7.8%	i	39.3	0.1%	1.1	3.6%
Cc1ccc2c(c1)N(CC(=O)N1CCOCC1)C(=O)C(C)O2 (stereo not drawn)	/	/	-0.3%	/	0.5%	i	40.5	0.1%	/	/
OC1(CN2CCOCC2)C2CN3CCN(C2)CC1(c1ccccc1)C3 (stereo not drawn)	-10.4%	20.4%	0.8%	22.5%	-1.3%	i	57.9	-1.9%[50 µM]	1.1	-1.7%
CCOc1cccc(NC(=O)C2CCCN(S(=O)(=O)c3ccc(-n4cnnn4)cc3)C2)c1 (stereo not drawn)	4.4%	1.9%	-0.6%	6.6%	2.9%	i	28.5	0.7%	1.1	9.9%
CC1(C)NC(=O)N(CC(O)CNC23CC4CC(CC(C4)C2)C3)C1=O (stereo not drawn)	9.2%	-6.0%	-0.3%	-3.3%	-0.2%	i	24.1	0.7%	1	0.9%

(further entries)
Compound	human PMI inhibition	P. falciparum M17LAP	West Nile antiviral	M1AAP inhibition	RSV antiviral HEp-2	T cell HTS	T cell HTS vesicle-bound %	K1F lysis inhibition	TNAP activation fold	human PMI inhibitors
Cc1ccc(C(=O)NCCCNC(=O)c2ccc(Cl)cc2)cn1	/	/	0.0%	/	1.8%	i	57.4	0.2%	/	/
Cc1ccccc1NC(=S)NN1CCN(C)CC1	-2.4%	8.5%	1.4%	10.0%	-0.3%	i	51.5	0.0%	1.1	0.8%
COc1ccc(Cn2nnnc2C(c2ccc(F)cc2)N2CCN(C3CCCC3)CC2)cc1 (stereo not drawn)	9.6%	-0.2%	-0.7%	1.0%	-0.9%	i	35.5	0.4%	1	11.4%
COc1ccc(CCC(=O)NNC(=O)Nc2ccccc2Cl)cc1	/	/	0.0%	/	0.5%	i	53.3	1.4%[50 µM]	/	/
COc1ccc(CN2CCN(C(=O)c3cccc4ccccc34)CC2)cc1Br	/	/	-1.7%	/	13.0%	i	61.0	0.6%	/	/
O=C(CCSc1nc(-c2ccco2)cc(C(F)(F)F)n1)NCCN1CCOCC1	0.1%	/	-1.1%	/	0.0%	i	28.0	-0.4%	1.1	2.2%
COC(=O)c1ccc(N=Nc2c(C)[nH]n(-c3ccccc3)c2=O)cc1	/	/	-1.1%	/	3.1%	i	29.3	0.6%	/	/
N#C/C(=C/c1ccc(N2CCCCC2)cc1)c1cccc(F)c1	10.0%	1.2%	-1.8%	9.4%	10.2%	i	21.7	-0.1%	1.1	-0.2%
N#CC1=C(N)NC(SCc2ccccc2)=C(C#N)C12CCCC2	10.4%	14.4%	-0.9%	4.7%	0.5%	i	43.9	2.6%	1	10.7%
S=c1[nH]nc(COc2ccccc2)n1/N=C/c1ccncc1	10.6%	2.8%	-0.1%	2.5%	1.6%	i	57.4	0.2%	1.1	10.6%
CCC(Oc1ccccc1)C(=O)Nc1ccc(S(=O)(=O)Nc2ncccn2)cc1 (stereo not drawn)	/	/	0.6%	/	-0.2%	i	20.9	1.3%	/	/
COc1ccc(C/C(N)=N/OC(=O)COc2ccccc2C)cc1	1.3%	12.3%	-0.3%	7.9%	1.5%	i	38.3	-0.1%[50 µM]	1.1	2.5%
COc1ccccc1OCCNS(=O)(=O)c1ccc2oc3ccccc3c2c1	13.5%	2.7%	-1.0%	-1.8%	9.8%	i	47.8	-1.1%	1.2	3.8%
COc1ccc(NC(=O)CCC(=O)Nc2cc(OC)c(NC(=O)c3ccco3)cc2OC)c(OC)c1	/	/	-0.3%	/	0.7%	i	23.1	0.1%	/	/
Cc1ccc(S(=O)(=O)N(C)c2ccc(C(=O)O)cc2)cc1	9.3%	-5.8%	0.2%	0.9%	0.8%	i	64.0	3.5%	1.1	8.4%

Arranged by molecular weight (rising): some entries from above.
Compound	human PMI inhibition	P. falciparum M17LAP	West Nile antiviral	M1AAP inhibition	RSV antiviral HEp-2	T cell HTS	T cell HTS vesicle-bound %	K1F lysis inhibition	TNAP activation fold	human PMI inhibitors
N#C/C(=C/c1ccc(N2CCCCC2)cc1)c1cccc(F)c1	10.0%	1.2%	-1.8%	9.4%	10.2%	i	21.7	-0.1%	1.1	-0.2%
Cc1ccc(C(=O)NCCCNC(=O)c2ccc(Cl)cc2)cn1	/	/	0.0%	/	1.8%	i	57.4	0.2%	/	/
O=C(CCSc1nc(-c2ccco2)cc(C(F)(F)F)n1)NCCN1CCOCC1	0.1%	/	-1.1%	/	0.0%	i	28.0	-0.4%	1.1	2.2%

Following part
Compound	human PMI inhibition	P. falciparum M17LAP	West Nile antiviral	M1AAP inhibition	RSV antiviral HEp-2	T cell HTS	T cell HTS vesicle-bound %	K1F lysis inhibition	TNAP activation fold	human PMI inhibitors
Cc1cc(C(=O)Nc2cccc3ncccc23)no1	4.1%	3.2%	0.9%	-3.0%	5.4%	i	27.4	0.0%	1.1	2.3%
Cc1cccnc1NC(=O)C1CCN(S(=O)(=O)c2c(C)noc2/C=C/c2ccco2)CC1	50.7%*	10.5%	-1.1%	11.3%	0.2%	i	54.9	6.2%	1.1	8.3%
CCOC(=O)c1cn[nH]c1NC(=S)Nc1ccccc1	/	2.5%	1.3%	4.0%	2.3%	i	41.9	0.6%	/	/
Cc1[nH]n(-c2ccccc2)c(=O)c1C=Nc1ccc(S(=O)(=O)NC(N)=O)cc1	/	22.8%	0.2%	2.2%	0.5%	i	51.9	0.7%[50 µM]	/	/
COc1ccc(S(=O)(=O)NC(CC(=O)NCc2ccco2)c2ccco2)cc1 (stereo not drawn)	13.4%	-4.8%	-0.1%	1.3%	0.3%	i	27.8	0.0%	1.1	13.9%
CCOC(=O)c1ccc(NC(=O)c2nc[nH]c2C(=O)NCC(=O)OC(C)(C)C)cc1	/	1.7%	2.8%	-13.5%	9.5%	i	19.8	4.4%	/	/
COC(=O)CCC(=O)OC1(C)C(=O)C2=CN(CCc3c[nH]c4ccccc34)C(c3ccc(OC)cc3)=CC2=C(Br)C1=O (stereo not drawn)	/	/	-0.1%	/	1.3%	i	18.2	1.8%	/	/
Cc1ccc(NC(=O)CCCNC(=O)c2ccc(Cl)cc2)c(O)c1	/	/	-0.5%	/	5.0%	i	13.7	-0.1%	/	/
Cn1c2ccccc2c(=O)c2cc(C#CC3(O)CCCCC3)ccc21	/	/	-1.0%	/	13.7%	i	37.9	-0.9%	/	/
CCOC(=O)c1cc(-c2nnc(-c3ccc(Oc4ccccc4)cc3)o2)c(C)nc1C	11.3%	1.8%	0.4%	10.5%	1.0%	i	55.0	-3.0%	1.1	8.6%
CCn1c(-c2c(Cl)c(C)nn2C)n[nH]c1=S	-13.9%	8.5%	-0.3%	-2.6%	0.6%	i	36.4	-1.4%	0.9	-16.5%
CCCc1cc(C(=O)N2CCC(N3CCC(C(=O)NC(C)C)CC3)CC2)n(C)n1	1.9%	-9.9%	0.5%	2.9%	0.7%	i	57.6	0.3%	1.1	-2.5%
Cc1cc(NCc2ccccn2)n2nc(C)c(-c3ccccc3)c2n1	/	2.6%	-1.3%	4.9%	10.8%	i	23.1	-0.3%	/	/
O=C(Nc1nc2cc3c(cc2s1)OCCO3)c1ccco1	/	/	-0.6%	/	2.8%	i	34.6	0.3%	/	/
CCN(CCO)Cc1csc2ccc(Cl)cc12	-14.0%	-4.6%	-0.7%	3.0%	0.4%	i	24.6	1.2%[50 µM]	1	-16.3%

In the list so far, three have a CF3 group.
Compound	human PMI inhibition	P. falciparum M17LAP	West Nile antiviral	M1AAP inhibition	RSV antiviral HEp-2	T cell HTS	T cell HTS vesicle-bound %	K1F lysis inhibition	TNAP activation fold	human PMI inhibitors
CC1(C)C(=O)NCCN1C(=O)CC1C(=O)NCCN1Cc1cccc(C(F)(F)F)c1 (stereo not drawn)	/	/	-0.5%	/	1.5%	i	9.0	0.4%	/	/
Cc1ccn2c(=O)nc(SCc3cccc(C(F)(F)F)c3)nc2c1	2.5%	18.6%	-2.0%	5.7%	7.8%	i	39.3	0.1%	1.1	3.6%
O=C(CCSc1nc(-c2ccco2)cc(C(F)(F)F)n1)NCCN1CCOCC1	0.1%	/	-1.1%	/	0.0%	i	28.0	-0.4%	1.1	2.2%
